OPRM1-OPRD1 ag = agonists of human mu-delta opioid receptor heterodimerization; actives 0.3% (n = 340,000); activation, % at 9.3 µM; P35372+P41143; AID 504326; cells, OPRM1-OPRD1 heterodimerization, luminescence; in the data active = activation above about 18%;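 also: 0% = vehicle-treated cells and 100% = reference agonist; values of inactives mirror those of a sister screen read the other way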
HTR5A inv ag = counter-screen for OPRM1-OPRD1 inverse agonists: human HTR5A inverse agonism. P47898. HTR5A cell line, luminescence. inhibition, % at 9.3 µM. actives 0.083% (n = 340,000). AID 504634; in the data active = inhibition mostly above about 23%, no sharp cut-off; inactive = mostly below about 18%;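 also: 0% = cells with DMSO and 100% = no-cell wells with DMSO; some compounds called inactive have numbers as strong as hits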
Target sequence (P47898 whole entry, looked up): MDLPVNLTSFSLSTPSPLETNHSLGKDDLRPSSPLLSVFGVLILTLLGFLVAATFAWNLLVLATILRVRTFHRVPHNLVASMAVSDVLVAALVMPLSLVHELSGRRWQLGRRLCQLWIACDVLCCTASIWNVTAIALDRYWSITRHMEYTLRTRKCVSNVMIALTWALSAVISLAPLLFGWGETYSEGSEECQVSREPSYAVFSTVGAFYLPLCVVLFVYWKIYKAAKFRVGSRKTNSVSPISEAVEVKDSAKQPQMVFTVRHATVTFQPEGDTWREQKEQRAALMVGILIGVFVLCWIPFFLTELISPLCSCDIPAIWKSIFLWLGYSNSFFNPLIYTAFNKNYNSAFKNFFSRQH
PKA-R1A activ = activators of PKA-R1A complex; activation, % at 11.4 µM; actives 0.083% (n = 340,000); PKA-R1A dissociation, Cy5-IP20 fluorescence polarization; scaled: DMSO 0%, 113 µM cGMP 100%;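 active = percent activation above the mean of all tested compounds plus 3 SD, cut at about 19% in these data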;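 also: higher means more PKAc released from R1A so a rise in polarization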
PKA-R2B act = activators of human PKA-R2B complex; AID 504700; actives 0.079% (n = 340,000); activation, % at 11.4 µM; PKA-R2B holoenzyme dissociation, Cy5-IP20 fluorescence polarization; R2B truncated from residue 108, S112A mutant; 0% DMSO only, 100% 113 µM cGMP;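 active = activation above a cutoff set at the mean over all compounds plus 3 SD, cut at about 18% in these data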;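 also: higher means more holoenzyme dissociation and a rise in polarization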
Target sequence (P31323 whole entry, looked up, other chains not shown, the tested form may be a part): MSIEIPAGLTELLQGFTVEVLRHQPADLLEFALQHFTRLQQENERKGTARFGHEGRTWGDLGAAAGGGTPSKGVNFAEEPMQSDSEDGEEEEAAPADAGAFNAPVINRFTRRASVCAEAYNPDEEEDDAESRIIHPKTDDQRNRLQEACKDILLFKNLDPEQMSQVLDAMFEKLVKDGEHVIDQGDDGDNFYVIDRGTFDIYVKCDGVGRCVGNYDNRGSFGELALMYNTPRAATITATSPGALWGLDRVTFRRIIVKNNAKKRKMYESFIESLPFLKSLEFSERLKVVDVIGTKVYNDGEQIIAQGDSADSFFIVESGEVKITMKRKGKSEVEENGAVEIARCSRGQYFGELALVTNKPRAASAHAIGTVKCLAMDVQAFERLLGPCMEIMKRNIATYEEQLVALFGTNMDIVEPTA
Tat transport = inhibitors of E. coli Tat protein transport | E. coli MC4100 TorA-mCherry Tat export, fluorescence | inhibition, % at 10 µM | AID 488895 | actives 0.036% (n = 340,000);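 active = mean replicate inhibition at least 50% and at least half of replicates individually reaching 50%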;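 also: exported cargo escapes ClpAP degradation while cytoplasmic cargo is degraded and loses fluorescence; 0% = median of neutral control wells and 100% = median of NaSCN control wells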
PfHsp90 yeast 2 = reduces growth (ATP signal) of yeast expressing P. falciparum Hsp90; S. cerevisiae expressing PfHsp90, BacTiter-Glo ATP, 48 h; yeast lacking PDR1 and PDR3 efflux regulators; inhibition, % at 9.4 µM; actives 0.32% (n = 310,000);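 active = every replicate shows inhibition above about 80%, whatever the replicate mean, limit read from the data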;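 also: 0% = DMSO neutral controls and 100% = 20 µM radicicol positive controls; yeast relying on Plasmodium falciparum Hsp90 in place of its own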
Ecoli viability = bacterial growth inhibition, counter-screen for AddAB inhibitors. E. coli V3065 growth, OD600 absorbance, 18 h. inhibition, % at 11.9 µM. actives 0.27% (n = 330,000). AID 449728;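 active = inhibition above the campaign's mean inhibition across all tested compounds plus 3 SD, cut at about 9.9% in these data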;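 also: uninfected addAB+ strain grown without phage in ampicillin broth; 0% = DMSO wells and 100% = ciprofloxacin 0.95 µg/ml wells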
phage Ecoli inh = E. coli growth loss with phage present; AID 651602; actives 0.26% (n = 360,000); inhibition, % at 11.9 µM; growth absorbance; in the data active = inhibition above about 11%
AddAB inh = less growth of phage-infected E. coli with AddAB | AID 435030 | actives 0.29% (n = 330,000) | inhibition, % at 11.9 µM | E. coli expressing H. pylori AddAB, absorbance growth; in the data active = inhibition above about 12%;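 also: 0% = vehicle wells of infected cells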
OPRM1-OPRD1 inv = inverse agonist of human OPRM1-OPRD1 heterodimerization; P35372+P41143; cell-based MOR-DOR heterodimer luminescence, inverse agonism; inhibition, % at 9.3 µM; actives 0.21% (n = 340,000); in the data active = inhibition above about 22%, passing the limit was not always enough;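 also: 0% = cells with DMSO and 100% = wells without cells with DMSO; values of inactives mirror those of a sister screen read the other way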
SUMO Mot1 rescue = blocks SUMOylation pathway, rescuing yeast Mot1-301 growth; S. cerevisiae Mot1-301 growth rescue, ATP luminescence, 38.5C; percent above DMSO median, 100 means doubled; growth rescue, % at 18.8 µM; actives 1% (n = 320,000);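 active = every valid replicate shows activation above 250% relative to neutral control wells; inactive = the rest, any valid replicate at or below 250%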;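 also: OY570 slx delta 5 strain wells were the positive control but not used for scaling; some compounds called inactive have numbers as strong as hits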
An asterisk follows results filed as active; · = not tested or not shown.

The opening 2 entries, to show the layout:
SMILES	OPRM1-OPRD1 ag	HTR5A inv ag	PKA-R1A activ	PKA-R2B act	Tat transport	PfHsp90 yeast 2	Ecoli viability	phage Ecoli inh	AddAB inh	OPRM1-OPRD1 inv	SUMO Mot1 rescue
Cc1ccnc(NC(=O)CCC(=O)N(CC(=O)NCc2ccccc2)c2ccc3c(c2)OCO3)c1	-0.4	5	-2	-6	1	-7	-1.9	-2.7	2.6	3	-15
CCOc1ccc2nc(NC(=O)C3(C)CC3(Br)Br)sc2c1 (stereo unspecified)	5.3	-1	5	-2	-2	-2	1.3	1.9	1.2	-27	5

The whole of this part, repeating the preview:
SMILES	OPRM1-OPRD1 ag	HTR5A inv ag	PKA-R1A activ	PKA-R2B act	Tat transport	PfHsp90 yeast 2	Ecoli viability	phage Ecoli inh	AddAB inh	OPRM1-OPRD1 inv	SUMO Mot1 rescue
Cc1ccnc(NC(=O)CCC(=O)N(CC(=O)NCc2ccccc2)c2ccc3c(c2)OCO3)c1	-0.4	5	-2	-6	1	-7	-1.9	-2.7	2.6	3	-15
CCOc1ccc2nc(NC(=O)C3(C)CC3(Br)Br)sc2c1 (stereo unspecified)	5.3	-1	5	-2	-2	-2	1.3	1.9	1.2	-27	5
O=C(O)CCCc1nc(-c2ccccc2)no1	-1.2	-3	-15	4	-6	-10	-3.0	-0.9	-0.7	6	15
C=CCSc1nc(O)c(C2OC(=O)c3c2ccc(OC)c3OC)c(=O)n1-c1ccccc1 (stereo unspecified)	-4.2	4	4	0	-4	-5	0.6	1.0	1.4	21	9
CC(C)(C)NS(=O)(=O)c1ccc2[nH]c3c(c2c1)CCCCC3	1.1	-29	-1	4	3	0	2.2	0.2	0.8	-5	5
CC(C)(C)OC(=O)N1CCC(CNC(=O)c2ccc(F)cc2F)CC1	·	·	·	·	-4	11	0.8	0.6	1.6	·	-6
CCc1ccccc1N1C(=O)[C@@H]2Cc3ccccc3CN2C1=O	-1.2	-3	-3	-9	-2	5	1.3	-1.5	-4.1	6	11
COc1ccccc1N1CCN(Cc2nc(-c3ccc(F)cc3)oc2C)CC1	-3.6	19	-5	-5	3	-4	-2.8	3.9	1.0	18	2
COC(=O)CC1C(=O)NCCN1C(=O)CSc1nc2ccccc2o1 (stereo unspecified)	-3.5	4	-9	-11	-6	-1	-0.9	1.6	0.7	16	105
CC(=O)NN1C(=O)c2ccc3c4c(ccc(c24)C1=O)C(=O)N(NC(C)=O)C3=O	12	-4	-4	-1	1	10	-1.5	2.4	2.1	-57	4
COc1ccc(-c2ccc(SCc3ccccn3)nn2)cc1OC	0.6	5	-16	1	-5	22	1.7	2.5	-1.0	-3	-4
CCOc1ccccc1NC(=O)N1CCCC1C(=O)Nc1ccc(NC(C)=O)cc1 (stereo unspecified)	-1.1	-27	-12	10	5	5	0.5	1.6	3.9	6	-1
COc1ccc(NC(=O)C2CCCN(c3cnccn3)C2)c(OC)c1 (stereo unspecified)	-3.2	2	8	-5	-7	-4	2.6	1.1	1.9	16	-1
COCCNC(=O)c1cc(-c2cccnc2)nc2ccc(Br)cc12	-2.3	14	-14	4	-13	-2	-2.1	1.5	-1.5	12	10
Cn1c(=O)c2[nH]c(SCCN3CCOCC3)nc2n(C)c1=S	-3.6	8	-1	1	-10	-2	·	0.4	·	18	·
CC(C)(C)NC(=O)C(c1cccs1)N(C(=O)C(=O)NC1CCCC1)c1ccccc1F (stereo unspecified)	-3.7	3	-6	0	8	-19	1.3	3.5	4.1	17	-2
COc1cc2c(cc1OC)CN(C(=O)/C=C/c1ccc([N+](=O)[O-])cc1)CC2	1.2	3	2	6	1	-7	-0.6	1.3	1.2	-8	139
O=C1CCCN1CN(C(=O)c1ccccc1)c1ccc(F)cc1	-2.9	14	0	3	-4	6	0.3	2.6	-0.7	14	43
O=C(Cn1ncc2c1-c1ccccc1OC2)Nc1nc2ccccc2s1	0.9	-16	2	5	2	-4	-2.0	1.9	-0.1	-5	20
CC(=O)N1c2ccccc2Nc2ccccc21	-1.2	-19	1	1	-1	36	-1.2	-1.0	-0.1	6	147
Nc1cc(N)nc(SCC(=O)Nc2ccc3c(c2)OCO3)n1	-1.6	-4	-3	-10	4	13	0.1	1.5	2.0	10	-19
CC(C)(C)C(=O)CN1C(=O)C2(OCCO2)c2ccccc21	-1.2	9	2	-1	-10	3	1.4	1.0	2.2	5	3
CN(C)C=Nc1nonc1N	0.2	2	11	-3	2	17	-0.9	2.3	2.2	-1	228
O=C(Nc1nnc(SCc2ccccc2F)s1)C1=COCCO1	-4.4	13	-1	-4	1	-32	2.9	4.9	2.4	14	10
CCN(CC)c1ccc(C=Nc2ccc(OC)c(S(=O)(=O)N3CCOCC3)c2)c(O)c1	-2.1	12	-9	-6	2	·	0.5	2.1	0.8	8	4
CCn1cc(CN2CCC(n3nccc3NC(=O)C(OC)c3ccccc3)CC2)cn1 (stereo unspecified)	-2.4	13	8	2	0	11	0.6	2.1	-0.7	12	-13
CS(=O)(=O)c1ccc2nc(NC(=O)c3cc(-c4ccccc4)nn3-c3ccccc3)sc2c1	-4.1	4	2	-3	-3	9	0.1	2.3	2.4	20	5
O=C(CSc1ccccc1F)NCCCN1CCCC1=O	-0.1	-14	0	-2	-4	-2	-2.2	2.3	-0.9	0	-4
COc1cc(NC(=O)Cc2cccs2)ccc1-n1cnnn1	-2.7	-42	-1	-3	-8	15	0.3	2.1	1.5	15	-15
CCc1noc(C)c1C(=O)Nc1nnc(CC(C)C)s1	-1.2	-4	-2	-5	6	·	1.1	3.8	1.9	8	-10
CCCCC1CCC(C(=O)NCC(c2ccco2)N2CCOCC2)CC1 (stereo unspecified)	-0.7	5	-6	-5	11	13	-0.6	2.1	1.1	3	17
COc1ccc(OC)c(-c2csc(CCn3nc(C)cc3C)n2)c1	-2.0	19	0	-1	-3	0	2.3	2.6	3.2	10	491
Cc1ccc(C)c(OCC(=O)Nc2ccc(C(=O)O)cc2NC(=O)COc2cc(C)ccc2C)c1	-0.9	-27	-8	7	3	-1	0.3	-1.8	2.7	5	-14
Nc1nonc1-n1nnc(C(=O)N/N=C/c2ccccc2Cl)c1-c1ccccc1	0.6	-7	-4	-5	0	-8	-1.7	2.2	4.0	-3	10
CC1(C)CC(=S)Nc2ccccc2S1	0.0	5	-6	-3	6	-37	1.8	3.5	4.5	0	-9
C1=C(c2ccccc2)Nc2nnnn2C1c1cccs1 (stereo unspecified)	-0.7	-12	-24	1	-6	5	-0.8	0.7	1.7	4	19
O=C(Nc1ccc(S(=O)(=O)Nc2ccccn2)cc1)c1ccc(Cl)cc1Cl	-0.2	7	-3	-6	6	28	-1.8	-0.1	4.2	1	200
COc1ccc(CCNS(=O)(=O)c2ccc3oc(C(=O)O)c(C)c3c2)cc1OC	-2.4	-6	5	-11	8	-6	0.8	2.1	0.7	12	1
CCOc1cc(C2NC(=O)NC(O)(C(F)(F)F)C2C(=O)c2ccc(OC)cc2)ccc1O (stereo unspecified)	0.7	16	7	4	-9	8	-2.9	0.5	-4.5	-4	-3
O=C(CN1C(=O)NC2(CCCCCC2)C1=O)NCc1ccc(Cl)cc1	-2.3	9	10	-3	-5	-10	-1.7	-0.4	0.2	9	17
Cc1cc(N2CCCCC2)nc(N)n1	0.5	2	-3	9	-14	-24	1.1	6.2	4.7	-4	-1
CCOc1cc(/C=C(\C#N)C(=O)Nc2ccccn2)ccc1O	-2.0	-6	-2	11	-1	-10	2.5	-0.5	4.7	12	-3
N#Cc1ccc(OCC(=O)N2CCN(c3ccc(C(F)(F)F)cn3)CC2)cc1	-0.1	-6	-9	-3	8	-18	-0.7	3.8	0.8	1	14
Nc1ccc(C(=O)OC2CCOC2=O)cc1[N+](=O)[O-] (stereo unspecified)	-3.7	7	0	-2	-8	12	-0.5	3.6	0.9	19	2
Cc1ccc(NC2CCCN(C(=O)c3cccc4nccnc34)C2)cc1C (stereo unspecified)	-0.7	20	3	-5	6	-10	1.4	4.9	3.3	4	12
Nc1n[nH]c(-c2cccc([N+](=O)[O-])c2)n1	-2.8	-20	-25	-4	0	1	-0.3	1.8	0.9	13	2
COc1ccc(-c2nc(-n3c(C)c(C(C)=O)c(C(C)=O)c3C)sc2C)cc1	0.4	-5	8	-6	-1	-73	1.4	2.0	-1.5	-2	-5
O=C(c1ccc(Cl)cc1)N1CCn2c1nc1ccccc12	·	·	-4	-1	5	·	1.3	0.0	2.7	·	7
COc1cc(-c2noc(C3CCCN(C(=O)c4ccccc4)C3)n2)cc(OC)c1OC (stereo unspecified)	0.6	15	3	1	4	12	-3.5	-1.0	0.8	-3	-14
Cc1ccc2[nH]c(=O)c(CN(Cc3ccccc3)C(=S)NCCCN(C)C)cc2c1	-1.1	-8	2	-5	-3	-8	-5.5	4.6	0.2	5	62
Going on with the list:
SMILES	OPRM1-OPRD1 ag	HTR5A inv ag	PKA-R1A activ	PKA-R2B act	Tat transport	PfHsp90 yeast 2	Ecoli viability	phage Ecoli inh	AddAB inh	OPRM1-OPRD1 inv	SUMO Mot1 rescue
Cc1cc(C)n(CCN(C)C(=O)CCc2nnc(CCC3CCCCC3)o2)n1	-1.9	-3	-8	6	-1	-10	0.8	4.6	2.2	10	-11
CC(=O)c1c(C)oc2ccc(N(C(C)=O)S(=O)(=O)c3ccc(Br)cc3)cc12	0.6	-30	-11	10	2	-12	-0.2	0.2	1.4	-3	-5
O=C(NCCCN1CCCC(O)C1)c1cc(COc2ccc(F)cc2F)on1 (stereo unspecified)	-3.0	-6	-8	1	2	-15	0.3	-3.6	0.2	16	-13
COc1ccccc1NC(=O)c1ccccc1Nc1ccccc1	5.3	-10	-1	8	0	-25	0.7	0.0	3.7	-24	-5
CCn1cnc2cc(NC(=O)c3ccco3)ccc21	-2.3	-25	0	-1	-2	-16	1.3	2.5	1.8	13	-4
CCOC(=O)[C@H]1[C@H]2COc3ccc(Cl)cc3[C@H]2N2C(=O)CNC(=O)[C@@]12C	-2.5	8	3	7	-6	·	-0.1	2.4	4.4	14	-13
CC12CC3CC(C)(C1)CC(C(=O)NC(=S)N1CCOCC1)(C3)C2	2.0	15	8	1	10	15	-1.1	0.2	1.4	-11	21
O=C(Nc1ccccc1C(=O)NCc1ccco1)Nc1cccc2ccccc12	0.3	-7	-1	-10	-4	18	1.8	4.8	2.4	-1	210
O=C(NNC(=O)c1ccc(-c2ccc([N+](=O)[O-])cc2)o1)c1ccncc1	0.7	2	5	-8	2	3	0.2	0.7	0.6	-3	18
Cn1c(=N)n(CC(=O)c2ccc(F)cc2)c2ccccc21	-2.3	1	-7	-4	2	-1	-3.6	2.6	0.3	10	-3
c1ccc(-c2nnn(C34CC5CC(CC(C5)C3)C4)n2)cc1	7.6	-10	5	3	3	12	-0.8	1.7	4.5	-39	-5
Cc1cc2c(=O)n(CC(=O)NCC(=O)Nc3ccc(C(C)C)cc3)cnc2s1	-3.0	-9	-1	-13	0	-3	1.2	0.9	2.1	16	16
COC(=O)C1C(=O)C(C(=O)/C=C/c2ccccc2)C(=O)CC1(C)C (stereo unspecified)	0.6	5	2	-3	-8	23	2.8	3.2	1.8	-3	221

Screening results (PubChem BioAssay)
